Screening results from PubChem BioAssay.
C diff growth: C. difficile growth inhibitors, primary screen, HTS. 86,000 tested, 0.25% active. Clostridium difficile clinical isolate growth, OD600, 24 h; active compounds read low. growth activity, negative = inhibition, % at 16 µg/mL (by protocol);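 active = mean growth activity at or below -80% and every replicate also at or below -80%; inconclusive = mean at or below -80% but some replicate above -80%; inactive = mean growth activity above -80%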;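 also: 0% = DMSO wells and -100% = levofloxacin 16 µg/mL wells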
Pf Dd2 inh: P. falciparum Dd2 growth inhibitors, primary screen, SYBR Green fluorescence, single dose replicates; AID 1159554, 2015; 94,000 tested, 2.3% active; 72 h; active compounds read low; activity change, % at 10 µM; in the data active = activity change below about -80%; inconclusive = no clear call, values can overlap the other calls
GASC1 inh: inhibitors of GASC-1 (KDM4C) histone demethylase, primary screen, biochemical, single concentration HTS | Lysine-specific demethylase 4C (Homo sapiens), Q9H3R0 | AID 720574, 2013 | 96,000 tested, 0.15% active | GST-KDM4C 2-372, H3K9me3 peptide, LANCE TR-FRET | inhibition, % at 12.5 µM;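 active = mean replicate inhibition above about 25%, with at least 55% of replicates also reaching it, limit read from the data, passing the limit was not always enough; inconclusive = only one of those two conditions met; inactive = neither condition met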
Target sequence (Q9H3R0 2-372 limits assumed): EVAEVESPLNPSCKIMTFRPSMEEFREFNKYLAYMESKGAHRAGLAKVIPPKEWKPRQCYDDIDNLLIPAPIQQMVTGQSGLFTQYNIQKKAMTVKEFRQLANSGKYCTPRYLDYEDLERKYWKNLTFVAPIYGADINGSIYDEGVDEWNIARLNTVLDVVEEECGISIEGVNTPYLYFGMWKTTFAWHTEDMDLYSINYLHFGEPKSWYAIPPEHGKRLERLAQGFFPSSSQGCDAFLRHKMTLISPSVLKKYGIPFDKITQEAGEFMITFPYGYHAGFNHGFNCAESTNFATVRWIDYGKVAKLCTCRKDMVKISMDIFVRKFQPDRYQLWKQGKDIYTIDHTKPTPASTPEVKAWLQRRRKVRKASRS
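reagent = H3K9me3 peptide substrate, Fe(II), 2-oxoglutarate | system = GST-tagged GASC-1 (JMJD2C) catalytic fragment, aa 2-372 | amount = enzyme final amount 10 nM | read-out = Fall in 671/618 emission ratio as inhibition | medium = HEPES buffer, pH 7.5, plus ascorbate | schedule = 30 min reaction, 60 min detection, RT | measured by = LANCE TR-FRET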
T cruzi growth: T. cruzi intracellular proliferation inhibitors, primary screen, cell-based, beta-gal Tulahuen parasites, NIH3T3 host, luminescence. T. cruzi beta-gal in NIH3T3, GalScreen luminescence, 90 h. inhibition, % at 8.34 µM. 77,000 tested, 5.9% active. AID 624255, 2012;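 active = mean inhibition above about 93%, with at least 55% of replicates each passing it, limit read from the data, passing the limit was not always enough; inconclusive = only one of those two conditions holds; inactive = neither condition holds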
* marks the source's active call; other numbers are inactive results; ? = inconclusive; . = not tested or not shown; & = joins results of further samples.

Abbreviations: A = C diff growth; B = Pf Dd2 inh; C = GASC1 inh; D = T cruzi growth
1. O=C(Nc1ccccc1F)N1CC(=O)N2[C@@H](CO)[C@H](c3ccc(C#Cc4ccc(F)cc4)cc3)[C@@H]2C1
  A: 2 | B: -34 | C: -1.3 | D: .

2. C[C@@H]1CN([C@@H](C)CO)C(=O)c2cc(C#CC3CCCCC3)cnc2O[C@@H]1CN(C)C(=O)c1ccncc1
  A: 0 | B: -8 | C: -1.0 | D: -82

3. C[C@@H]1CN([C@H](C)CO)C(=O)c2cccc(NC(=O)Nc3ccc4c(c3)OCO4)c2O[C@@H]1CN(C)C(=O)Nc1ccc(F)cc1
  A: 7 | B: 45 | C: 9.0 | D: -3

4. C[C@@H]1CN([C@@H](C)CO)C(=O)c2cc(-c3ccncc3)cnc2O[C@H]1CN(C)Cc1ccc(F)cc1
  A: 3 | B: -33 | C: 0.4 | D: -25

5. CC(C)CC#Cc1ccc2c(c1)O[C@@H](CN(C)C(=O)c1cccnc1)[C@@H](C)CN([C@@H](C)CO)S2(=O)=O
  A: 3 | B: -31 | C: 47* | D: 58

6. C[C@H](CO)N1C[C@H](C)[C@H](CN(C)C)Oc2c(NS(=O)(=O)c3ccc(F)cc3)cccc2C1=O
  A: -5 | B: -5 | C: 0.4 | D: .

7. COc1ccc(NC(=O)N2C[C@@H](O)COC[C@H]3O[C@@H](CC(=O)N4CCOCC4)CC[C@@H]32)cc1
  A: . | B: 10 | C: 0.1 | D: 1

8. C[C@H](CO)N1C[C@H](C)[C@H](CN(C)C(=O)c2ccncc2)Oc2ncc(-c3ccc(C(=O)N(C)C)cc3)cc2C1=O
  A: -2 | B: 54 | C: . | D: .

9. C[C@H](O)C#Cc1ccc2c(c1)O[C@@H](CN(C)C(=O)C1CCC1)[C@H](C)CN([C@H](C)CO)S2(=O)=O
  A: -3 | B: -4 | C: 0.2 | D: 7

10. COc1ccc(NC(=O)Nc2ccc3c(c2)C(=O)N([C@H](C)CO)C[C@@H](C)[C@H](CN(C)Cc2ccncc2)OCCCC[C@H](C)O3)cc1
  A: -4 | B: 1 | C: 2.9 | D: 67

11. COc1ccccc1NC(=O)N1CC(=O)N2[C@H](C1)[C@@H](c1ccc(-c3ccc(F)cc3)cc1)[C@@H]2CO
  A: 6 | B: -15 | C: -0.7 | D: .

12. COc1ccc(S(=O)(=O)Nc2ccc3c(c2)C(=O)N([C@H](C)CO)C[C@H](C)[C@H](CN(C)C(=O)Nc2ccc(F)cc2)O3)cc1
  A: 6 | B: 2 | C: 2.0 | D: 46

13. COc1ccc(-c2cnc3c(c2)C(=O)N([C@@H](C)CO)C[C@@H](C)[C@H](CN(C)Cc2ccc(C(=O)O)cc2)O3)cc1
  A: -2 | B: 74 | C: 1.1 | D: -69

14. C[C@@H]1CN([C@H](C)CO)S(=O)(=O)c2ccc(C#CC3(O)CCCC3)cc2O[C@H]1CN(C)C(=O)Cc1ccncc1
  A: -1 | B: -30 | C: -0.5 | D: .

15. CO[C@@H]1CN(C)C(=O)c2ccc(NC(=O)NC(C)C)cc2OC[C@@H](C)N(CCC(F)(F)F)C[C@@H]1C
  A: . | B: -8 | C: 2.0 | D: 19

The list continues.
Abbreviations: A = C diff growth; B = Pf Dd2 inh; C = GASC1 inh; D = T cruzi growth
16. CN(C)CC(=O)N[C@H]1CC[C@H](CCNC(=O)Nc2ccc(C(F)(F)F)cc2)O[C@H]1CO
  A: -94* | B: 21 | C: 1.9 | D: -37

17. C[C@H]1CN([C@@H](C)CO)C(=O)Cc2cc(NC(=O)CCCN(C)C)ccc2O[C@H]1CN(C)Cc1ccc(-c2ccccc2)cc1
  A: -11 | B: -42 | C: . | D: .

18. CCCC(=O)Nc1ccc2c(c1)C(=O)N(C)C[C@@H](OC)[C@H](C)CN(CCC(F)(F)F)[C@@H](C)CO2
  A: -3 | B: -21 | C: 1.2 | D: 24

19. CCCC(=O)Nc1ccc2c(c1)C(=O)N(C)[C@H]1CC[C@H](CC(=O)NCCOC)O[C@H]1CO2
  A: 1 | B: -31 | C: -1.1 | D: -29

20. C[C@H](NC(=O)C[C@@H]1C=C[C@H](NC(=O)C2CC2)[C@H](CO)O1)c1ccccc1
  A: -4 | B: 18 | C: 0.6 | D: .

21. CN1C(=O)c2cc(NC(=O)c3ccc(F)cc3)ccc2OC[C@H]2O[C@@H](CC(=O)O)CC[C@H]21
  A: -2 | B: 7 | C: -0.2 | D: -43

22. COc1ccccc1C#Cc1ccc([C@@H]2[C@H]3CN(C(=O)C4CCC4)CCCCN3[C@H]2CO)cc1
  A: 1 | B: -19 | C: 14 | D: 97*

23. COCC(=O)N(C)C[C@@H]1Oc2cc(C#C[C@@H](C)O)ccc2S(=O)(=O)N([C@H](C)CO)C[C@H]1C
  A: 3 | B: . | C: 2.0 | D: 32

24. C[C@@H](O)C#Cc1ccc([C@@H]2[C@@H](CO)N3CCCCN(C(=O)c4ccc(F)cc4)C[C@@H]23)cc1
  A: 0 | B: -6 | C: 0.1 | D: 26

25. Cc1ccc(S(=O)(=O)N2CC[C@@H]3[C@@H](CO)Nc4ccc(-c5ccc(C#N)cc5)cc4[C@@H]32)cc1
  A: 7 | B: -15 | C: -6.2 | D: -15

26. C[C@@H]1CCCCO[C@@H](CN(C)C(=O)Nc2ccc3c(c2)OCO3)[C@H](C)CN([C@@H](C)CO)C(=O)c2cc(N(C)C)ccc2O1
  A: -2 | B: -12 | C: 2.6 | D: 81

27. O=C(CC(F)(F)F)N1C[C@H]2[C@@H](c3ccccc31)[C@H](CO)N2CC1CCOCC1
  A: -5 | B: 12 | C: 2.4 | D: 2

28. CN(C)CC(=O)N[C@H]1CC[C@@H](CCNC(=O)C2CCCC2)O[C@H]1CO
  A: -3 | B: 11 | C: -1.7 | D: .

29. CC(C)NC(=O)Nc1ccc2c(c1)C(=O)N([C@H](C)CO)C[C@H](C)[C@H](CN(C)C(=O)Nc1ccc3c(c1)OCO3)OCCCC[C@@H](C)O2
  A: 7 | B: 11 | C: 0.4 | D: -20

30. O=C(C[C@@H]1CC[C@@H](NC(=O)c2cccnc2)[C@H](CO)O1)NCc1ccncn1
  A: 0 | B: 21 | C: 0.9 | D: -37

New compounds follow
Abbreviations: A = C diff growth; B = Pf Dd2 inh; C = GASC1 inh; D = T cruzi growth
31. CCN1[C@@H]2Cn3c(ccc(C4=CCCC4)c3=O)[C@H]1[C@@H](C(=O)NCc1ccccn1)[C@@H]2CO
  A: -4 | B: -4 | C: 0.5 | D: 99*

32. CCCNC(=O)N(C)C[C@H]1Oc2ncc(-c3ccc(OC)cc3)cc2C(=O)N([C@H](C)CO)C[C@@H]1C
  A: 5 | B: 13 | C: 6.7 | D: -9

33. CCCNC(=O)N(C)C[C@@H]1Oc2cc(C#Cc3cccc(F)c3)ccc2S(=O)(=O)N([C@H](C)CO)C[C@H]1C
  A: -17 | B: -35 | C: -3.9 | D: ?

34. O=C(CC1CC1)Nc1ccc2c(c1)[C@H]1C[C@H](CC(=O)NC3CCCC3)O[C@H](CO)[C@H]1O2
  A: . | B: -4 | C: 1.5 | D: -15

35. CN1c2ccc(-c3ccccc3F)cc2[C@@H]2[C@@H](CCN2C(=O)CN2CCOCC2)[C@@H]1CO
  A: -4 | B: 23 | C: 0.0 | D: 98

36. Cc1ccccc1-c1ccc([C@H]2[C@H](CO)N3CCCCN(S(=O)(=O)c4ccc(F)cc4)C[C@@H]23)cc1
  A: 47 | B: -12 | C: 3.6 | D: 112*

37. O=C(Nc1ccc(F)cc1)N1CC(=O)N2[C@H](CO)[C@@H](c3ccc(C4=CCCC4)cc3)[C@H]2C1
  A: -4 | B: -3 | C: 0.7 | D: .

38. Cc1ccc(S(=O)(=O)N(C)C[C@H]2Oc3ccc(NC(=O)Nc4cccc5ccccc45)cc3CC(=O)N([C@@H](C)CO)C[C@H]2C)cc1
  A: 10 | B: -12 | C: -1.3 | D: -15

39. C[C@H](CO)N1C[C@H](C)[C@@H](CN(C)Cc2ccccc2)Oc2ccc(NC(=O)Nc3ccc(F)cc3)cc2C1=O
  A: 8 | B: -31 | C: -1.2 | D: 26

40. COc1ccccc1-c1ccc2n(c1=O)C[C@H]1[C@H](CO)[C@@H](C(=O)O)N(C(=O)c3cccnc3)[C@@H]21
  A: -2 | B: 3 | C: -0.3 | D: 41

41. CNC[C@H]1OCCCC[C@H](C)Oc2ccc(NS(=O)(=O)c3c(C)noc3C)cc2C(=O)N([C@@H](C)CO)C[C@@H]1C
  A: 0 | B: 14 | C: 0.9 | D: 11

42. COc1ccc(NC(=O)Nc2ccc3c(c2)C(=O)N([C@@H](C)CO)C[C@@H](C)[C@@H](CN(C)Cc2ccc(C(F)(F)F)cc2)OCCCC[C@H](C)O3)cc1
  A: 8 | B: -76 | C: -0.4 | D: 75

43. COc1cccc(S(=O)(=O)N(C)C[C@@H]2Oc3ncc(C#CCC(C)C)cc3C(=O)N([C@@H](C)CO)C[C@H]2C)c1
  A: 1 | B: -54 | C: -0.3 | D: 111*

44. Cc1ccc(S(=O)(=O)Nc2ccc3c(c2)C(=O)N([C@H](C)CO)C[C@H](C)[C@H](CN(C)C(=O)NC(C)C)O3)cc1
  A: -1 | B: -2 | C: -0.1 | D: -6

45. COc1ccc(C[C@H]2CCn3cc(nn3)COC[C@H](CC(C)C)NC2=O)cc1
  A: 8 | B: . | C: 2.1 | D: .

Complete entries, quoted from the list.
O=C(Nc1ccc(F)cc1)N1CC(=O)N2[C@H](CO)[C@@H](c3ccc(C4=CCCC4)cc3)[C@H]2C1 is entered as C diff growth: -4; Pf Dd2 inh: -3; GASC1 inh: 0.7; T cruzi growth: .
COc1ccccc1-c1ccc2n(c1=O)C[C@H]1[C@H](CO)[C@@H](C(=O)O)N(C(=O)c3cccnc3)[C@@H]21 is entered as C diff growth: -2; Pf Dd2 inh: 3; GASC1 inh: -0.3; T cruzi growth: 41

Additional compounds:
Abbreviations: A = C diff growth; B = Pf Dd2 inh; C = GASC1 inh; D = T cruzi growth
46. CC(C)NC(=O)Nc1ccc2c(c1)CC(=O)N([C@@H](C)CO)C[C@H](C)[C@@H](CN(C)C(=O)Nc1ccc(C(F)(F)F)cc1)O2
  A: 3 | B: -18 | C: 0.1 | D: -29

47. Cc1ccc(OC(=O)N(C)C[C@H]2OCc3cn(nn3)CCCC(=O)N([C@@H](C)CO)C[C@@H]2C)cc1
  A: 8&2 | B: -24&-8 | C: 2.2 | D: 44&2

48. O=C1CN(S(=O)(=O)c2ccccc2)C[C@@H]2[C@H](c3ccc(C#CCc4ccccc4)cc3)[C@H](CO)N12
  A: 6 | B: -70 | C: -2.7 | D: .

49. C[C@H](CO)N1C[C@H](C)[C@H](CN(C)Cc2cccnc2)OCc2ccccc2-c2c(n(C)c3ccccc23)C1=O
  A: -2 | B: -23 | C: 1.5 | D: 71

50. COc1ccc(NC(=O)Nc2ccc3c(c2)[C@@H]2C[C@H](CC(=O)NCc4ccc(-c5ccccc5)cc4)O[C@@H](CO)[C@@H]2O3)cc1
  A: 8 | B: -30 | C: -3.0 | D: 82

51. O=C(Nc1ccc(Cl)cc1)N1C[C@H]2[C@@H](c3ccccc31)[C@H](CO)N2CC1CCCC1
  A: 68 | B: -35 | C: -1.3 | D: 31

52. COc1ccccc1-c1cnc2c(c1)C(=O)N([C@H](C)CO)C[C@@H](C)[C@@H](CN(C)Cc1cccnc1)O2
  A: -2 | B: 13 | C: 2.6 | D: 2

53. C[C@@H]1CN([C@@H](C)CO)C(=O)c2cc(C#CCN(C)C)cnc2O[C@H]1CN(C)Cc1ccc2c(c1)OCO2
  A: 1 | B: -12&-24 | C: 1.6 | D: -50&-15

54. C[C@H]1CN([C@@H](C)CO)C(=O)c2cc(Br)cnc2O[C@@H]1CN(C)Cc1cccc(C(=O)O)c1
  A: -13 | B: 43 | C: 0.2 | D: -21

55. O=C(Nc1ccccc1)N1CCCCN2[C@H](CO)[C@@H](c3ccc(Br)cc3)[C@H]2C1
  A: 2 | B: -25 | C: -1.2 | D: 85

56. CC(C)C#Cc1ccc([C@H]2[C@H]3CN(C(=O)C4CCCCC4)CC(=O)N3[C@H]2CO)cc1
  A: 43 | B: -4 | C: 1.1 | D: .

57. CC(C)NC(=O)N(C)C[C@H]1Oc2ccc(NC(=O)c3ccncc3)cc2CC(=O)N([C@@H](C)CO)C[C@H]1C
  A: 8&-4 | B: -14 | C: -2.8 | D: .

58. COCC(=O)Nc1ccc2c(c1)C(=O)N(C)[C@@H]1CC[C@@H](CC(=O)Nc3cn(C)nc3C)O[C@@H]1CO2
  A: 3 | B: -3 | C: 8.7 | D: 38

59. COc1ccc(S(=O)(=O)Nc2ccc3c(c2)C(=O)N([C@@H](C)CO)C[C@@H](C)[C@@H](CN(C)S(=O)(=O)c2ccc(C)cc2)OCCCC[C@H](C)O3)cc1
  A: . | B: -79 | C: 0.3 | D: .
